BAZ2B block = blocks human BAZ2B. actives 4.4% (n = 360,000). AID 504333. Potency, µM (doses to about 114 µM), without a hit: at the top dose activity change, negative = inhibition, actives largely listed as inhibitors. AlphaScreen BAZ2B-H3K14Ac peptide displacement. Q9UIF8; also: % is scaled to controls: 0 for no effect and ±100 for the full control effect; nearly all actives have a fitted effect of over 60% in size
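Multi-concentration screen (max 110 uM) measuring displacement of acetylated histone H3 peptide from BAZ2B by AlphaScreen, using 50 nM protein, 50 nM peptide and 10 ug/mL streptavidin donor plus Ni-chelate acceptor beads.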
HP1b chromo inh = blocks HP1-beta chromodomain binding to methylated histone tails. AlphaScreen HP1-beta / biotin-H3K9me3 peptide binding. Potency, µM (doses to about 114 µM), for inactives: at the top dose activity change, negative = inhibition, hits mostly inhibitors. actives 0.56% (n = 390,000); also: nearly all actives have a fitted effect of over 70% in size; inactives centre near 23
Target sequence (P83916 whole entry, looked up): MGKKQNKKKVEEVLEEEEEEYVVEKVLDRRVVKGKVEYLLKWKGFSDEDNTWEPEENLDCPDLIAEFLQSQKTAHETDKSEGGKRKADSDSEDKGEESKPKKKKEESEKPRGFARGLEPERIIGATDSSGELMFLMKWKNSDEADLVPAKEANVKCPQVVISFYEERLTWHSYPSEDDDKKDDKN
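AlphaScreen: HP1-beta (50 nM) preformed 30 min with biotin-H3(1-18)K9me3 peptide (50 nM) in PBS pH 7.4, 0.01% Tween-20. Compound added for 30 min at RT, then streptavidin donor/nickel chelate acceptor beads (10 ug/mL) for 30 min.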
G9a inh = inhibitors of human histone lysine methyltransferase G9a; Q96KQ7; actives 8.8% (n = 350,000); AID 504332; G9a H3K9 monomethylation, AlphaScreen, 2 h; Potency, µM (top dose mostly 102 µM), for inactives: at the top dose activity, negative = inhibition, hits mostly inhibitors; also: % is scaled to controls: 0 for no effect and ±100 for the full control effect; nearly all actives have a fitted effect of over 75% in size
Target sequence (Q96KQ7 913-1193 limits assumed): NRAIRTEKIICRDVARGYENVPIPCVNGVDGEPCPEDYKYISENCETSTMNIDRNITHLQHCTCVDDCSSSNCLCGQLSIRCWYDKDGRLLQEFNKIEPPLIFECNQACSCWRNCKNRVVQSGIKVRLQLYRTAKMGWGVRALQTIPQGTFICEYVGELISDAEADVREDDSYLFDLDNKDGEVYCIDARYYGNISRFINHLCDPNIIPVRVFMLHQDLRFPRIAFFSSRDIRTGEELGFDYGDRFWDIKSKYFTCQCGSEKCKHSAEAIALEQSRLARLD
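Step 1: enzyme (final 20 nM) with compound, 15 min RT. Step 2: substrate peptide 500 nM and SAM 20 uM, 2 h RT. Step 3: anti-H3K9me1 antibody and AlphaScreen beads, 10 min, then plate read.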
JMJD2A Tudor inh = JMJD2A Tudor domain (human) inhibition; actives 4.4% (n = 390,000); AlphaScreen JMJD2A-Tudor / H3K4me3 peptide binding; O75164; Potency, µM (highest dose often 114 µM), inactives show at the highest dose activity change, negative = inhibition, actives largely listed as inhibitors; also: % is scaled to controls: 0 for no effect and ±100 for the full control effect; nearly all actives have a fitted effect of over 50% in size
Pin1 inhibitor = blocks the human prolyl isomerase Pin1. Q13526. Pin1 FP peptide displacement, HiFluor488, 10 min. Potency, µM (top dose mostly 115 µM), for the others: top-dose activity, negative = inhibition, hits mostly inhibitors. actives 0.009% (n = 390,000). AID 504891; active = well fitted inhibition curve with a large enough effect in the polarisation, with a control signal flat, not every such curve was filed as active; inconclusive = small, poorly fitted or top-dose-only effect, or effect the other way, or a change in a side signal; inactive = no such curve, though single readings can be large or run the other way; the % refers to the polarisation; also: % is scaled to controls: 0 for no effect and ±100 for the full control effect
Pol iota inh = blocks human DNA polymerase iota activity; Pol iota fluorescent replication assay, 10 min; actives 1% (n = 390,000); Potency, µM (highest dose often 115 µM), without a hit: at the highest dose activity, negative = inhibition, hits mostly inhibitors
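Fluorescent replication assay read twice, at 0 min and 10 min after adding 50 nM (final) substrate. Enzyme (10 nM) and compounds were first incubated 15 min at room temperature; enzyme-free buffer wells were negative controls.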
GLS inhibitor = blocks human kidney-isoform glutaminase activity; Potency, µM (highest dose often 45.5 µM), inactives show top-dose activity change, negative = inhibition, usual class: inhibitors; AID 624170; O94925; actives 0.21% (n = 410,000); GLS enzymatic activity, qHTS titration; also: % is scaled to controls: 0 for no effect and ±100 for the full control effect
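hKGA; 45 mM KH2PO4 pH 8.2 + 0.02% Tween-20; cpd via pin tool; 1 mM Gln soln; GluOx/HRP/Amplex Red; RT 30 min; fluor. t0 & final.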
BLM inh = Bloom syndrome helicase (human) inhibition | P54132 | recombinant BLM DNA unwinding, fluorescence dequenching | Potency, µM (highest dose often 56.1 µM), for inactives: top-dose activity change, negative = inhibition, actives largely listed as inhibitors | actives 0.2% (n = 350,000);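 also: plate controls were vehicle for no effect and no enzyme for full effect; nearly all actives have a fitted effect of over 35% in size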
PGK inhibitor = T. brucei PGK inhibition; P07378; PGK/GAPDH coupled, Kinase-Glo luminescence, 60 min; Potency, µM (doses to about 57.5 µM), inactives show top-dose activity change, negative = inhibition, actives largely listed as inhibitors; actives 0.043% (n = 380,000); AID 602233; also: % is scaled to controls: 0 for no effect and ±100 for the full control effect; nearly all actives have a fitted effect of over 60% in size
Target sequence (P07378 whole entry, looked up): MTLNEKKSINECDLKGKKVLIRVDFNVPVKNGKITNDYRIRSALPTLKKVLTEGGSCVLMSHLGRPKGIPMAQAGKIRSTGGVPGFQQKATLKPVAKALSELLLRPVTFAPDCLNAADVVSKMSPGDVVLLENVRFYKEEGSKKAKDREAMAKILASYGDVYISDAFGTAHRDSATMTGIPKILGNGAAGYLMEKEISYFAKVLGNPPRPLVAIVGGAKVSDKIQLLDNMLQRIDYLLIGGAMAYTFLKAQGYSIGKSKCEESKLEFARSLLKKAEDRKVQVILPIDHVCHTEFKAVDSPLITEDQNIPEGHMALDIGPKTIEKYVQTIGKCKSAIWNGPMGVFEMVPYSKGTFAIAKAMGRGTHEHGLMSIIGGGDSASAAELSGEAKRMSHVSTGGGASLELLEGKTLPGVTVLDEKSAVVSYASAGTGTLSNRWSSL
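Luminescent ATP detection (Kinase-Glo Plus) follows a 60-minute room-temperature incubation, with wells lacking PGK as controls. Buffer: 100 mM TEA (pH 7.6), 5 mM MgCl2, 0.01% Tween-20. Coupling enzyme GAPDH (100 nM final) supplies unstable 1,3-BPG in-well.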
Numbers without * were called inactive; i = inactive; ? = inconclusive; · = not tested or not shown; & = joins results of further samples; [ ] = dose if it differs, or a comment. Unless noted, calls follow the shape of the dose curve; as a rule, active = well fitted curve in the direction sought with a large enough effect; inconclusive = small, poorly fitted or top-dose-only effect, or another doubt; inactive = no such curve, though single readings can be large; an effect the other way counts as inactive or inconclusive. Potency is read from the fitted curve at half-maximal effect. A portion of the library; count on the stated rates, not on these rows.

compound,BAZ2B block,HP1b chromo inh,G9a inh,JMJD2A Tudor inh,Pin1 inhibitor,Pol iota inh,GLS inhibitor,BLM inh,PGK inhibitor
NC(=O)CCc1c[nH]c2ccccc12,-18%,43%[activator],-39%[59 µM],-28%[11.4 µM],-1%,18%,23%,0%,-11%
CCN(C(=O)CCc1nc(-c2ccc(C)cc2)no1)c1cccc(Cl)c1,71%[activator],84%[activator],28%[59 µM],40%[activator],21%,-2%,1%,-12%,-5%
C=CCn1c(SC(C)C(=O)c2c(N)n(C)c(=O)n(C)c2=O)nnc1-c1ccoc1C (configuration not stated),1%,47%[activator],23%[2.33 µM],0%,-1%,10%,-9%,·,-3%
COc1ccccc1N(O)C1CC(=O)N(c2ccc(F)cc2)C1=O (configuration not stated),?,-32%,?,?,2%,?,15%,-2%,-3%
CN1CCN(S(=O)(=O)c2cc([N+](=O)[O-])ccc2N/N=C/c2ccc(Cl)cc2)CC1,-37%,28%,16%[59 µM],0%,7%,129%[activator],-14%,-1%,-1%
Cc1ccc(C(=O)Nc2nnc(S(=O)(=O)N3CCC(C)CC3)s2)cc1,-6%,42%[activator],-7%,-8%,-6%,16%,-14%,-2%,i
CC(C)=CCC[C@](C)(O[C@@H]1O[C@H](CO[C@@H]2O[C@H](CO)[C@@H](O)[C@H](O)[C@H]2O)[C@@H](O)[C@H](O)[C@H]1O)C1CC[C@]2(C)C1C(=O)CC1[C@@]3(C)CC[C@H](O[C@H]4O[C@@H](CO)[C@H](O)[C@@H](O)[C@@H]4O)C(C)(C)C3CC[C@]12C (some centres not stated),·,37%,·,-1%,-3%,57%[activator],0%,·,8%
COc1ccc(NC(=O)N2CCC(c3nc(-c4cccs4)no3)CC2)cc1,8%,19%,27%[59 µM],-17%,2%,2%,12%,-2%,0%
COc1ccccc1NC(=O)Cn1c(=O)n(-c2ccc(C)cc2)c(=O)c2ccc(C(=O)NCc3ccco3)cc21,-12%,11%,-7%[59 µM],-14%,41%[activator],8%,-3%,-3%,-3%
COc1ccc(S(=O)(=O)N2CCCC(C(=O)NCCC3=CCCCC3)C2)cc1 (configuration not stated),10%,13%,?,-17%,-7%,12%,-1%,0%,3%
Cn1c(/C=N/NC(=O)c2ccccc2Br)nc2ccccc21,8%[57.1 µM],35%,33%[0.501 µM],-17%,-8%,7%,-7%,-8%,·
COc1ccc(/C=C/C(=O)Nc2ccccc2C(N)=O)cc1S(=O)(=O)N1CCOCC1,24%,-11%,?,-14%,-5%,37%[activator],1%,·,4%
O=C(Nc1ccccc1C(F)(F)F)c1cc(-c2ccco2)on1,9%,3%,12%,-4%,14%,-12%,-19%,-1%,0%
CN(CC(=O)NNC(=O)CNC(=O)c1ccccc1Cl)S(=O)(=O)c1ccc(Cl)cc1,-2%,28%,5%[0.501 µM],-3%,7%,-9%,3%,·,i
CCOc1ccccc1N1CCN(C(=O)C(Sc2ccccc2)c2ccccc2)CC1 (configuration not stated),6%,5%,-8%[59 µM],-12%,12%,-7%,4%,-11%,1%
COC(=O)C1(C(F)(F)F)C2C=CC(C2)N1S(=O)(=O)c1ccc(C)cc1 (configuration not stated),-3%,25%,-12%,-2%,2%,24%,1%,-4%,i
Cc1ccccc1OCCCC(=O)NCc1ccco1,-8%,29%,20%,-16%,-3%,-17%[58.9 µM],-7%,-2%,-2%
CN(C)CCCNC(=O)c1ccc(CN(c2ccccc2)S(C)(=O)=O)cc1,-10%,17%,-6%[59 µM],-6%,4%,5%,?,2%,-3%
CN(C(=O)COC(=O)C1=COCCO1)C1(C#N)CCCCC1,-6%,15%,-9%[2.33 µM],-7%,3%,6%,2%,·,-6%
COc1ccc(NC(=O)C(=O)NNC(=O)c2cccs2)cc1,-8%,25%,12%[59 µM],-14%,?,26%,0%,3%,-2%
Cc1cc(C)c(C(N)=O)c(Nc2cccc(Cl)c2C)n1,6%,25%,9%[59 µM],-20%,0%,19%,13%,-2%,·
COc1ccc(C2=NOC(C(=O)Nc3ccc(C(C)=O)cc3)C2)cc1OC (configuration not stated),-34%,32%,-6%,-10%,1%,22%,-5%,-3%,-5%
CC1C(=O)N2CCCc3cc(NS(C)(=O)=O)cc1c32 (configuration not stated),-2%,29%,6%,-11%,-2%,11%,-1%,1%,2%
COc1ccc(-c2nc(N)n[nH]2)cc1,-21%,21%,24%,-2%,1%,4%,28%,-1%,-3%
CC1CCCC(C)N1CCCNC(=O)C(=O)Nc1ccc2nc3n(c(=O)c2c1)CCCCC3 (configuration not stated),-2%,5%,·,?,-8%,17%,-2%,5%,-7%
CCCCc1nnc(NC(=O)c2ccc(OCc3c(C)noc3C)cc2)s1,8%,35%[activator],3%,-8%,12%,2%,-16%,·,-6%
COC(=O)c1cc(OC)c(OC)cc1N=CC1=C(O)CC(C)(C)CC1=O,-17%,23%,-49%,-7%,23%,13%,-22%,3%,2%
COc1ccc(-c2n[nH]c(=S)n2C2CCCCC2)cc1,-7%,17%,2.5µM*,7.1µM*,3%,7%,-10%,-8%,7%
COc1ccc(S(=O)(=O)NCCSc2nnnn2-c2ccccc2)cc1OC,-24%,18%,-8%[59 µM],-1%,6%,-14%,-7%,1%,0%
Cc1ccc(/C=N/c2sc3c(c2C#N)CCC3)o1,?,-69%,18µM*,45µM*,-2%,?,9%,-20%,-13%
O=C(OCc1c(-c2ccccc2)ncc2ccccc12)c1ccco1,·,31%,·,-9%,25%,-8%,-2%,·,-1%
CCOc1cccc(NC(=O)C2CC(=O)N(CC)C(=Nc3ccc(F)cc3)S2)c1 (configuration not stated),-2%,50%[activator],-8%[59 µM],6%,?,12%,6%,-13%,0%
CCCCC1=CC2=CC(=O)C(C)(OC(=O)C3CCCC3)C(=O)C2=CO1 (configuration not stated),50µM*,?,?,79µM*,?,50µM*,-6%,0%&-18%,-10%
COc1ccccc1CC(NC(C)=O)C(=O)NC1CCN(C(=O)NCc2ccccc2)CC1 (configuration not stated),6%,1%,14%,-8%,2%,128%[activator],2%,1%,-6%
CCOc1ccc(CCNS(=O)(=O)c2c(C)n[nH]c2C)cc1OCC,5%,-11%,-4%[59 µM],6%[11.4 µM],0%,-13%,-2%,0%,i
CCCS(=O)(=O)n1nc(-c2ccc(Br)cc2)cc1N,3%,47%[activator],5%,-10%,1%,4%,0%,-5%,-1%
COc1ccc(/C=N/Nc2nc(N3CCCC3)nc(N3CCCC3)n2)cc1,-9%,-11%,3%,?,5%,?,4%,-2%,i
CC(=O)NC1CC2CCCC(C1)N2C(=O)Nc1cccc(C(C)=O)c1 (configuration not stated),·,19%,·,-1%,-11%,1%,1%,·,3%
C=CC(COCc1ccccc1)N(CC(=O)OC)S(=O)(=O)c1cc(Br)ccc1OC (configuration not stated),·,34%[activator],·,-12%,?,-11%,0%,·,-1%
CC1(C)CC=CC(COC(=O)c2ccccc2C(=O)O)C1 (configuration not stated),·,33%,·,-3%,-1%,13%,2%,·,-9%

Molecules listed so far with a furan ring, fused or not, in the order listed:
compound,BAZ2B block,HP1b chromo inh,G9a inh,JMJD2A Tudor inh,Pin1 inhibitor,Pol iota inh,GLS inhibitor,BLM inh,PGK inhibitor
C=CCn1c(SC(C)C(=O)c2c(N)n(C)c(=O)n(C)c2=O)nnc1-c1ccoc1C (configuration not stated),1%,47%[activator],23%[2.33 µM],0%,-1%,10%,-9%,·,-3%
COc1ccccc1NC(=O)Cn1c(=O)n(-c2ccc(C)cc2)c(=O)c2ccc(C(=O)NCc3ccco3)cc21,-12%,11%,-7%[59 µM],-14%,41%[activator],8%,-3%,-3%,-3%
O=C(Nc1ccccc1C(F)(F)F)c1cc(-c2ccco2)on1,9%,3%,12%,-4%,14%,-12%,-19%,-1%,0%
Cc1ccccc1OCCCC(=O)NCc1ccco1,-8%,29%,20%,-16%,-3%,-17%[58.9 µM],-7%,-2%,-2%
Cc1ccc(/C=N/c2sc3c(c2C#N)CCC3)o1,?,-69%,18µM*,45µM*,-2%,?,9%,-20%,-13%
O=C(OCc1c(-c2ccccc2)ncc2ccccc12)c1ccco1,·,31%,·,-9%,25%,-8%,-2%,·,-1%

Screens deposited in PubChem BioAssay by National Center for Advancing Translational Sciences (NCATS).
